High-throughput results (PubChem)
Cycloheximide cs: affects cycloheximide protein synthesis inhibition readout, counter-screen; cell reporter, cycloheximide protein synthesis inhibition counterscreen; 12% of 300,000 active; AID 2314; max response, %; in the data active = max response mostly above about 13%, no sharp cut-off; inactive = mostly below about 14%; note: read at 38.3 µM for the half of the compounds with a filed dose; 0% is about no effect
AmpC detergent: AmpC beta-lactamase inhibition with detergent present. P00811. AmpC hydrolysis of nitrocefin, absorbance 480 nm, 0.01% Triton. Potency, µM (top dose mostly 114 µM), without a hit: at the highest dose activity change, negative = inhibition, actives largely listed as inhibitors. 0.041% of 370,000 active;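 note: potency is the fitted concentration of half-maximal effect; 0% = no-compound wells and -100% = no-enzyme wells; nearly all actives have a fitted effect of over 25% in size; some results filed as inactive show a strong effect at the top dose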
Target sequence (P00811 whole entry, looked up): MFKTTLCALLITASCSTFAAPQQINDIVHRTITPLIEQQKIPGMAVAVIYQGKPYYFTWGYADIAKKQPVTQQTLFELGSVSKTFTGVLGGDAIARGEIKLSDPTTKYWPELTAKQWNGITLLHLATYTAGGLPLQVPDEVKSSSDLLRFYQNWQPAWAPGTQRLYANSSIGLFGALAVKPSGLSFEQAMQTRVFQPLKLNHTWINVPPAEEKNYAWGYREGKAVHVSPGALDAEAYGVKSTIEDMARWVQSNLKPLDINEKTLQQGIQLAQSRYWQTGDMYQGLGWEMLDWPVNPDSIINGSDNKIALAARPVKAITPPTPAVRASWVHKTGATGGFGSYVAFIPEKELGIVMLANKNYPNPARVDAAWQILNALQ
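AmpC (5.3 nM in the dispensed reagent) in 20 mM phosphate pH 7.0 with 0.01% (detergent screen) or 0.0001% Triton X-100 was preincubated with compounds for 15 min at room temperature. Nitrocefin was then added from an 800 uM solution, and hydrolysis was followed at 480 nm.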
HCMV inh: blocks human cytomegalovirus replication. HFF cells, HCMV-luciferase reporter, 72 h; stronger effect = lower value. activity change, negative = inhibition, % at 57.5 µM. 4.5% of 410,000 active. AID 1259415; in the data active = activity change below about -60%; inconclusive = no clear call, values can overlap the other calls; inactive = above about -39%; note: % is set by controls: 0 for no effect and ±100 for the full control effect
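Compounds were evaluated in HFFs infected with an HCMV luciferase reporter virus (MOI 1 PFU/cell). Luciferase in lysates collected 72 h post infection served as the replication measure.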
AMA1-RON2 inh: inhibitors of Plasmodium falciparum AMA1-RON2 interaction; AlphaScreen AMA1-biotinylated RON2 peptide binding; Potency, µM (series often up to 58.2 µM), inactives show at the top dose activity change, negative = inhibition, actives largely listed as inhibitors; 0.2% of 360,000 active; AID 720542;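 note: potency is the fitted concentration of half-maximal effect; 0% = vehicle wells and -100% = peptide control; nearly all actives have a fitted effect of over 45% in size; some results filed as inactive show a strong effect at the top dose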
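AMA1 (3D7) with his tag at 25 nM final met compounds first, then biotinylated RON2 peptide at 25 nM; detection used donor plus acceptor beads, 10 µg/mL apiece, read by AlphaScreen after 30 min at room temperature.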
AmpC no deterg: blocks E. coli AmpC beta-lactamase in detergent-free assay | P00811 | AmpC nitrocefin hydrolysis, absorbance 480 nm, 0.0001% Triton | Potency, µM (doses to about 57.1 µM), inactives show at the top dose activity change, negative = inhibition, usual class: inhibitors | 0.52% of 330,000 active | AID 485341;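 note: potency is the fitted concentration of half-maximal effect; plate controls were no compound for no effect and no enzyme for full effect; nearly all actives have a fitted effect of over 20% in size; some results filed as inactive show a strong effect at the top dose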
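20 mM phosphate pH 7.0 + 0.01% (detergent screen) or 0.0001% Triton X-100; 5.3 nM AmpC reagent; cpd preinc 15 min RT; nitrocefin (800 uM stock) to start; A480 q20 s × 4 min; Activity was normalised to no-enzyme and no-compound control wells.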
FBPA Giardia inh: Giardia lamblia aldolase inhibition. A8B2U2. purified Giardia FBPA. Potency, µM (highest dose often 59.6 µM), without a hit: at the top dose activity, negative = inhibition, most hits filed as inhibitors. 0.71% of 290,000 active; note: potency is the fitted concentration of half-maximal effect; % is set by controls: 0 for no effect and ±100 for the full control effect; nearly all actives have a fitted effect of over 55% in size
Target sequence (A8B2U2 whole entry, looked up): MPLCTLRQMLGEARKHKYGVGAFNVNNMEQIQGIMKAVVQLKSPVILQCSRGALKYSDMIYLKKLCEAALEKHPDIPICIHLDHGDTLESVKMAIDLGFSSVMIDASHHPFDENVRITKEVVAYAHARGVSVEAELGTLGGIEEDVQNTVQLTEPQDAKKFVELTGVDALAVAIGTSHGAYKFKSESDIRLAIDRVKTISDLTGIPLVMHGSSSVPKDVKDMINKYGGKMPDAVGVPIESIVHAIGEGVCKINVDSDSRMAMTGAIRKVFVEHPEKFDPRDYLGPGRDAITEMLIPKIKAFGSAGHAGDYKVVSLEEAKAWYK
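40 nM FBPA preincubated 10 min at RT with compound (up to 57.5 uM final), then substrate plus GAPDH/TPI/NAD/arsenate coupling and diaphorase/resazurin added. Fluorescence read after 20 min at RT, 525/598 nm.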
Shiga toxin inh: inhibitors of Shiga toxin in Vero cells; Vero cells, Shiga toxin protein synthesis inhibition reporter; inhibition, % at 38.7 µM; 9.2% of 290,000 active; AID 2315; in the data active = inhibition mostly above about 28%, no sharp cut-off; inactive = mostly below about 43%; note: 0% is about no effect
* = called active by the depositor; ? = inconclusive; . = no result given; [ ] = another dose, or the depositor's remark. Unless noted, calls come from the whole dose curve; as a rule, active = well fitted curve in the direction sought with a large enough effect; inconclusive = small, poorly fitted or top-dose-only effect, or another doubt; inactive = no such curve, though single readings can be large; an effect the other way counts as inactive or inconclusive.

item | structure | Cycloheximide cs | AmpC detergent | HCMV inh | AMA1-RON2 inh | AmpC no deterg | FBPA Giardia inh | Shiga toxin inh
1 | N=c1c(C(=O)NCc2ccco2)cc2c(=O)n3ccccc3nc2n1Cc1ccccc1 | 4 | ? | 21 | -4% | 5% | -8% | -3
2 | O=C(NCc1ccc(Cl)cc1)C1CCN(S(=O)(=O)c2cccs2)CC1 | -3 | 4% | -33 | 12% | -19% | 5% | 4
3 | O=C1c2ccccc2C(=O)N1Cc1nc2ccccc2c(=O)n1-c1ccccn1 | 1 | -13% | -20 | 43% | -14% | 0% | 1
4 | Cc1cc(C)cc(NC(=O)Nc2cc(-c3ccccc3)nn2C)c1 | 8 | -4% | -69* | -1% | 3% | -3% | 11
5 | Cc1ccccc1OCCC(=O)OCC(=O)Nc1c(C)nn(-c2ccccc2)c1C | . | 0% | -21 | ? | 111%[activator] | . | .
6 | O=C(CCC1CCCN(C(=O)c2ccc3cc[nH]c3c2)C1)N1CCN(c2ccccn2)CC1 (stereo unspecified) | 8 | -10% | ? | -8% | 125%[activator] | 1% | -6
7 | Cc1ccnc(N2CCC(C(=O)NC3CCCCCC3)CC2)n1 | -2 | -13% | -3 | 12% | -2% | 6% | 8
8 | COCCN1Cc2cccc(C(=O)NCc3ccccc3OC)c2C1=O | -2 | -6% | 3 | ? | -6% | -6% | -4
9 | COc1cc(C(=O)NCC(c2ccco2)N(C)C)cc(OC)c1OC (stereo unspecified) | 6 | 0% | 37 | 16%[2.32 µM] | -4% | -4% | 15
10 | COc1ccccc1NC(=O)CCNS(=O)(=O)c1ccc2[nH]c(=O)oc2c1 | -12 | 1% | -14 | -5% | -24% | . | -3
11 | O=C(COc1ccccc1)Nc1ccncc1Cl | 52* | 3% | -1 | -9% | -7% | . | 92*
12 | COC(=O)[C@@]1(C)[C@H]2C(=O)N(Cc3ccccc3)C(=O)[C@H]2[C@H]2CN=C(SCc3ccc(C)cc3)N21 | . | . | -20 | -6% | 32% | . | .
13 | Cc1cccn2c(=O)c3cc(C(=O)N(C)C)n(C)c3nc12 | -1 | -10% | 65 | -12% | -1% | -5% | 33
14 | O=C(CCl)N1CCN(S(=O)(=O)c2ccc3ccccc3c2)CC1 | -3 | 4% | -98* | -14% | 1% | 3% | -3
15 | COc1cc(/C=C2\C(=O)ON=C2c2ccccc2)cc(OC)c1OC | -1 | 0% | -7 | -3% | -34% | -6% | 48
16 | CC(=O)c1ccc(OCCCC(=O)NCCc2ccc(C(F)(F)F)cc2)cc1 | 1 | -7% | -37 | 2% | 14% | -6% | -8
17 | O=C(CC1C(=O)NCCN1Cc1c(F)cccc1Cl)NCCCOc1cccnc1 (stereo unspecified) | 8 | -8% | 14 | 4% | 41% | 0% | -3
18 | O=c1c2cc(Cl)cc(Cl)c2nc(CN2CCOCC2)n1-c1ccccc1F | 0 | -6% | 1 | 31%[activator] | . | 8% | -4
19 | O=C(NC12CC3CC(CC(C3)C1)C2)c1ccc(=O)oc1 | 9 | -17% | -12 | 1% | -15% | -4% | 28
20 | O=C(NC1CC2CCCC(C1)N2Cc1ccccc1)c1ccc([N+](=O)[O-])cc1 (stereo unspecified) | -2 | ? | 6 | -4% | -20% | 5% | -23
21 | Nc1nccc(-c2cccs2)n1 | 11 | ? | ? | 10% | -29% | 3% | 4
22 | CN(C)S(=O)(=O)c1cccc(NC(=O)COC(=O)/C=C/c2ccc(Br)o2)c1 | 1 | 2% | -25 | -13% | -44% | -14% | -3
23 | CNC(=S)NNc1nc(C)cc(C)n1 | -5 | ? | 0 | 81%[activator] | -21% | -16% | -8
24 | Cc1nnc(SCC(=O)NC2CCCCCC2)n1N | . | ? | -3 | 2% | -18% | . | .
25 | Cc1ccccc1C(=O)NC1CCN(C(=O)Nc2ccc(F)cc2)CC1 | -5 | -3% | -15 | -2% | -10% | 10% | -8
26 | c1ccc2occc2c1 | . | . | 3 | 10% | -11% | . | .
27 | O=C(C1CC1)N1CCc2cc(Br)cc(S(=O)(=O)NCCCN3CCCCC3)c21 | -6 | -8% | -5 | -1% | 15% | -9% | 23
28 | COc1ccccc1N(CC(=O)NCCSCc1cccc(C)c1)S(=O)(=O)c1ccccc1 | 5 | 1% | -37 | -7% | 6% | . | -24
29 | CCC(=O)NCCc1nc2ccccc2n1Cc1ccc(C)cc1 | -3 | ? | -10 | -3% | 23% | 1% | -11
30 | Cc1csc2nc(O)c(C(=O)NCCN3CCOCC3)c(=O)n12 | . | ? | 1 | 10% | -11% | . | .
31 | O=C(O)c1cc(-c2cc(C(=O)O)c3ccccc3n2)nc2ccccc12 | -3 | -10% | . | . | -9% | 2.5µM* | -4
32 | Cc1ccc(Sc2c(C)nn(C(=O)c3cccc(S(=O)(=O)N4CCOCC4)c3)c2C)cc1 | 11 | 0% | -3 | 23% | -7% | -9% | -25
33 | O=S(=O)(c1ccc(NC(=S)N2CCN(c3ccccc3F)CC2)cc1)N1CCOCC1 | -2 | -9% | ? | -3% | -21% | -1% | -3
34 | CCOC(=O)COc1nc(-c2ccccc2)cc(-c2ccco2)c1C#N | -1 | 8% | -9 | -16% | -26% | -5% | 14
35 | CCCCOc1ccc(C(=O)Oc2cccnc2)cc1 | 1 | -14% | -1 | 11% | -11% | 1% | 9
36 | COc1ccc(CCNC(=O)CC(NC(=O)c2ccccc2Cl)c2ccccc2)cc1 (stereo unspecified) | -3 | -11% | -17 | -3% | -42% | 1% | -8
37 | CCc1nc(Nc2cccc(O)c2)c2oc3ccccc3c2n1 | 15 | -1% | . | 0% | -32% | -26% | 39
38 | Cc1cc(F)c(F)c(C(=O)N2CCOCC2)c1Cl | -3 | -11% | 2 | 1% | -18% | -2% | 1
39 | CCc1ccccc1NNC(=O)CCc1ccccc1 | 16 | 1% | -19 | 1% | -11% | -1% | -6
40 | O=C(NCC(=O)N(c1cccnc1)C(C(=O)NC1CCCC1)c1cccs1)c1ccco1 (stereo unspecified) | -4 | 5% | -40 | 14% | 24% | 2% | -2
41 | COc1ccc(NC(=O)CCNS(=O)(=O)c2cc(Br)cnc2N)cc1OC | -3 | -4% | -19 | -1% | -9% | 6% | -1
42 | Cc1c(NC(=O)[C@@H](NC(=O)c2ccc(Cl)c([N+](=O)[O-])c2)C(C)C)c(=O)n(-c2ccccc2)n1C | . | . | 39 | 6% | -17% | . | .
43 | COc1ccc(NC(=O)CSc2ccc(-c3cccnc3)nn2)c(OC)c1 | 6 | 4% | -21 | -14% | -11% | -10% | 9
44 | CCOC(=O)C(=CNc1ccc(Oc2cncc(Cl)c2)nc1)C(=O)OCC | -2 | 4% | -6 | -8% | 38% | 5% | -9
45 | Cc1nnsc1C(=O)N/N=C/c1c(F)cccc1Cl | 7 | 1% | ? | 9% | -19% | 0% | -16
46 | Cc1ccc(C(=O)NCCCc2ccccc2)s1 | 53* | ? | 8 | 3% | -26% | -8% | 134*
47 | Cn1c(CCCNC(=O)c2cccs2)nc2ccccc21 | -2 | ? | . | 3% | -11% | -5% | -9
48 | CCN(C(=O)c1ccc2c(OC)n(CC)nc2c1)c1ccc(OC)cc1 | -4 | 2% | 15 | -2% | -10% | -19% | -17
49 | C=C(C)CSc1nnc([C@@H]2CCCN2C(=O)OC(C)(C)C)o1 | -5 | 0% | 42 | -2% | 19% | -3% | -9
50 | O=C1CN(c2ccccc2)C(=S)N1C(=O)c1ccc(Br)cc1 | 43* | -10% | 70 | 111%[activator] | -49% | -14% | 96*
51 | CC(C)(C)NC(=O)c1cnn2c1NC(c1ccc(F)cc1)CC2C(F)(F)F (stereo unspecified) | -2 | -7% | -10 | -3% | -7% | 8% | 16
52 | COc1ccc(C)cc1NC(=O)C1CCN(C(=O)c2ccco2)CC1 | -4 | ? | 6 | 2% | -8% | 0% | -4
53 | CCOc1nc(NCCO)nc(Nc2cc(Cl)ccc2OC)n1 | -2 | 6% | -17 | 18% | 15% | 0% | -5
54 | O=C1/C(=C/c2ccncc2)SC(=S)N1N1CCOCC1 | -4 | -9% | 19 | 64%[activator] | 2% | ? | -4
55 | O=Cc1cnc(N2CCCCC2)s1 | 10 | 2% | 163 | -9% | -15% | 5% | -6
56 | O=C(c1ccc(NS(=O)(=O)c2ccc3[nH]c(=O)[nH]c3c2)cc1)N1CCCCC1 | . | ? | -15 | -8% | -31% | . | .
57 | O=C(CC(=O)Nc1cccnc1)Nc1cccnc1 | 5 | 0% | 12 | -7% | -17% | 10% | -4
58 | O=C(Nc1ccc(S(=O)(=O)Nc2cnc3ccccc3n2)cc1)c1ccc(Br)o1 | -1 | -14% | 6 | 5% | -31% | 15% | 10
59 | N#Cc1c(Nc2ccccc2)s[nH]c1=O | 1 | 0% | -19 | -13% | -15% | 0% | -10
60 | CC(C)CNC(=O)COC(=O)CCC(=O)c1ccc(F)cc1 | -2 | -10% | -6 | 7% | -4% | 2% | -15
61 | COc1cc(C2NC(=S)NC3=C2CCc2ccccc23)cc(OC)c1OC (stereo unspecified) | -1 | -20% | 4 | 49%[activator] | -7% | -6% | -17

Records 46 through 57 of the list above:
item | structure | Cycloheximide cs | AmpC detergent | HCMV inh | AMA1-RON2 inh | AmpC no deterg | FBPA Giardia inh | Shiga toxin inh
46 | Cc1ccc(C(=O)NCCCc2ccccc2)s1 | 53* | ? | 8 | 3% | -26% | -8% | 134*
47 | Cn1c(CCCNC(=O)c2cccs2)nc2ccccc21 | -2 | ? | . | 3% | -11% | -5% | -9
48 | CCN(C(=O)c1ccc2c(OC)n(CC)nc2c1)c1ccc(OC)cc1 | -4 | 2% | 15 | -2% | -10% | -19% | -17
49 | C=C(C)CSc1nnc([C@@H]2CCCN2C(=O)OC(C)(C)C)o1 | -5 | 0% | 42 | -2% | 19% | -3% | -9
50 | O=C1CN(c2ccccc2)C(=S)N1C(=O)c1ccc(Br)cc1 | 43* | -10% | 70 | 111%[activator] | -49% | -14% | 96*
51 | CC(C)(C)NC(=O)c1cnn2c1NC(c1ccc(F)cc1)CC2C(F)(F)F (stereo unspecified) | -2 | -7% | -10 | -3% | -7% | 8% | 16
52 | COc1ccc(C)cc1NC(=O)C1CCN(C(=O)c2ccco2)CC1 | -4 | ? | 6 | 2% | -8% | 0% | -4
53 | CCOc1nc(NCCO)nc(Nc2cc(Cl)ccc2OC)n1 | -2 | 6% | -17 | 18% | 15% | 0% | -5
54 | O=C1/C(=C/c2ccncc2)SC(=S)N1N1CCOCC1 | -4 | -9% | 19 | 64%[activator] | 2% | ? | -4
55 | O=Cc1cnc(N2CCCCC2)s1 | 10 | 2% | 163 | -9% | -15% | 5% | -6
56 | O=C(c1ccc(NS(=O)(=O)c2ccc3[nH]c(=O)[nH]c3c2)cc1)N1CCCCC1 | . | ? | -15 | -8% | -31% | . | .
57 | O=C(CC(=O)Nc1cccnc1)Nc1cccnc1 | 5 | 0% | 12 | -7% | -17% | 10% | -4
